# CHOP inh – blocks CHOP induction under ER stress; CHO-K1 CHOP-promoter luciferase, tunicamycin-induced, 15-18 h; AID 2732; 3.8% of 220,000 active; inhibition, % at 10 µM;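 active = compounds that reduced the stress-induced luciferase reporter signal by more than about 70% of percent inhibition, limit read from the data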;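 also: 0% = tunicamycin plus vehicle and 100% = wells without tunicamycin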
# FXIa inh – blocks human coagulation factor XIa protease activity; 0.14% of 220,000 active; P03951; inhibition, % at 5 µM; purified FXIa, Boc-Glu-Ala-Arg-AMC fluorogenic substrate;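 active = inhibition of at least 40%; inactive = inhibition below 40%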;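 also: fluorescence of freed AMC excited at 355 nm; 0% = enzyme without compound and 100% = no enzyme blank; many of its hits are not listed in these tables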
# TbHK1 inh – blocks Trypanosoma brucei hexokinase 1 activity; recombinant TbHK1, G6PDH-coupled NADH A340; inhibition, % at 10 µM; 0.11% of 220,000 active; AID 1430;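 active = inhibition of 50% or more in the single-dose primary screen; inactive = inhibition below 50%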
# EP2 antag – blocks the human prostaglandin E2 receptor EP2; AID 1422; P43116; C6 glioma cells expressing human EP2, cAMP TR-FRET; cells stimulated with saturating PGE2; inhibition, % at 25 µM; 0.52% of 260,000 active;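 active = percent inhibition above 40 after rounding to a whole number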;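 also: rat C6 glioma host cells with rolipram phosphodiesterase inhibitor present; the protocol text gives 20 µM as final concentration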
# Target sequence (P43116 whole entry, looked up): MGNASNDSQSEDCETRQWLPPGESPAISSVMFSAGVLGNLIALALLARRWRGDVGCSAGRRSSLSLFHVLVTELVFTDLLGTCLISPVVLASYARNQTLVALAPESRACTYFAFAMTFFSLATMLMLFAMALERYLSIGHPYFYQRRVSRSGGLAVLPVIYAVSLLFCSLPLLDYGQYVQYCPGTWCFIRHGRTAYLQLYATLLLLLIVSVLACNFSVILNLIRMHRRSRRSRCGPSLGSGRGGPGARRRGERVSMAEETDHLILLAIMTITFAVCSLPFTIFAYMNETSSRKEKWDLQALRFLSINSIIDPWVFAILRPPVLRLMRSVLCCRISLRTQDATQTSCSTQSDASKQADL
# PPC-1+TRAIL kill – PPC-1 cancer cell killing with TRAIL present; PPC-1 cells + TRAIL, ATPLite viability luminescence; 0.41% of 220,000 active; cell killing (% activity), % at 4 µM; AID 1443;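 active = cell killing above 50% in the first pass at 4 µM, then a duplicate retest at 5 µM averaging 50% or more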;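 also: plate controls were cells with TRAIL plus DMSO for no effect and medium-only wells lacking cells for full effect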
# Wee1 degr inh – blocks degradation of human Wee1 kinase; reporter increase, % at 5 µM; 1.2% of 220,000 active; HeLa Luc-Wee1K328M stability, luciferase luminescence; 100% = proteasome inhibitor MG132 effect;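 active = activation above the mean of all tested compounds plus 3 SD, set per screening run, cut at about 8.8% in these data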;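 also: cells exposed to compound for 20 h before luminescence read; 0% = DMSO alone and 100% = MG132 at 30 µM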
# TNF death inh – inhibitors of TNF-alpha induced necroptosis in Jurkat FADD-/- cells. 0.068% of 220,000 active. activation (protection from cell death), % at 10 µM. Jurkat FADD-/- TNF necroptosis rescue, ATP luminescence, 24 h; 0 = TNF only, 100 = no-TNF cells;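 active = activation, meaning protection from cell death, of at least 50% relative to plate controls; inactive = activation below 50%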;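 also: necroptosis triggered by 40 ng/mL TNF-alpha added together with compound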
# L929 necroptosis – L929 zVAD cell death inhibition; L929 zVAD necroptosis rescue, ATP luminescence, 24 h; with zVAD 60 µM; AID 1377; 0.38% of 220,000 active; viability rescue, % at 10 µM;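 active = activation, scaled between plate controls, above about 75%, limit read from the data; inactive = activation under that limit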;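 also: 0% = zVAD with DMSO and 100% = DMSO alone without zVAD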
# FXIIa inh – blocks human coagulation factor XIIa protease activity | P00748 | 0.3% of 220,000 active | inhibition, % at 5 µM | AID 800 | purified FXIIa, Boc-QGR-AMC fluorogenic substrate, 2 h; in the data active = inhibition above about 40%;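 also: 0% = enzyme with no compound and 100% = blank without enzyme; many of its hits are not listed in these tables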
# Target sequence (P00748 20-372 limits assumed): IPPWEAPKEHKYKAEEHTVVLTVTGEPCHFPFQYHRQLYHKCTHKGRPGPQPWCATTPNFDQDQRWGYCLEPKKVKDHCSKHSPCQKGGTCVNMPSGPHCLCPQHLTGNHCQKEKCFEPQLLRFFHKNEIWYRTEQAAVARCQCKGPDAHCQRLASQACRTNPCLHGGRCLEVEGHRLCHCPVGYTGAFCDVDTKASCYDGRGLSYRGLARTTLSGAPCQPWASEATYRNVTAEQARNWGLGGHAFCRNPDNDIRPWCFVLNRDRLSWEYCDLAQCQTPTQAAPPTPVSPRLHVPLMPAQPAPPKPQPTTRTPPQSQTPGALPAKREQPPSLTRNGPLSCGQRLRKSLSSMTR
# Target sequence (P00748 373-615 limits assumed): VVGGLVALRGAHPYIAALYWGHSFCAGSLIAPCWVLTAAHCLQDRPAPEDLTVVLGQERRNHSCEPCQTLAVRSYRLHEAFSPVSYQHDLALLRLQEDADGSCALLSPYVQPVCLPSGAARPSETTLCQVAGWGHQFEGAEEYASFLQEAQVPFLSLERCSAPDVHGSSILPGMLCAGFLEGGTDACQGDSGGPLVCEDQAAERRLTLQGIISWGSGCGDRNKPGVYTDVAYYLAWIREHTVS
# The depositor's hits bear a star; . = no result given; & = joins results of further samples; [ ] = dose if it differs, or a comment. An excerpt; count on the stated rates, not on these rows.
SMILES,CHOP inh,FXIa inh,TbHK1 inh,EP2 antag,PPC-1+TRAIL kill,Wee1 degr inh,TNF death inh,L929 necroptosis,FXIIa inh
CS(=O)(=O)N(CC(=O)NCC1CCCO1)c1ccc(F)c(Cl)c1 (stereo not given),9,15,-1,11,3,-1,-0.3,0.6,29
CCCCn1c(SCC(=O)Nc2nnc(C)s2)nnc1-c1ccoc1C,-5,-6,30,13,-10,0,0.1,0.2,-1
CCn1ncc(Cl)c1C(=O)Nc1cc([N+](=O)[O-])ccc1OC,57,6,3,11,8,2,0.5,0.6,12
CC(C)(C)C1CCc2[nH]nc(C(=O)O)c2C1 (stereo not given),28,-2,24,8,8,4,-0.7,-0.3,3
Cc1nnc(C)c2c(C)n(-c3cccc4cccnc34)c(C)c12,8,-4,-1,12&5,.,0,0.5,0.1,2
O=c1[nH]c2ccccc2n1CCCN1CCN(C(c2ccccc2)c2ccccc2)CC1,34&-18,1,-1,14&10,12,1,-5.2,-0.7,9
CCCCNC(=O)CSc1nc2ccccc2c(=O)n1Cc1ccc2c(c1)OCO2,86*,-2,-4,4,0,4,0.1,0.1,10
CCc1nnc(NC(=O)c2ccc(N3C(=O)CCC3=O)cc2)s1,-22,5,-10,11,27,-1,1.2,1.2,15
CC(C)CC(C(=O)Nc1oc(-c2ccccc2)c(-c2ccccc2)c1C#N)N1C(=O)c2ccccc2C1=O (stereo not given),16,-2,-11,12,-2,0,-0.3,0.3,6
Cc1ccc(/C=N/c2sc3c(c2C#N)CCCCC3)o1,77*,4,-6,10,-19,0,-1.9,6.2,-1
N#CCCN(CCC#N)C(=S)NC1CC2C=CC1C2 (stereo not given),8,6,-10,7,5,8,2.7,-0.1,7
CC(=O)c1c(C)[nH]c(C(=O)OCC(=O)Nc2cccc(S(=O)(=O)N(C)C)c2)c1C,7,-8,-1,9,13,7,1.7,8.4,.
COc1ccc(-c2cn3c(n2)CCC3)cc1,-26,8,3,7,21,2,-2.4,0.7,22
Cc1ccc(S(=O)(=O)N(C)C)cc1NC(=O)c1ccccc1Br,4,-1,-2,5,3,2,0.5,1.2,10
COc1cc(C(c2c(C)[nH][nH]c2=O)c2c(C)[nH][nH]c2=O)ccc1OCc1ccc([N+](=O)[O-])cc1,-38,4,-2,7,10,4,-5.3,-1.4,17
Oc1ccc(Cl)cc1CNCC1CCCO1 (stereo not given),63,-13,-1,9,-5,-2,-2.1,0.5,7
COCCN(CCOC)Cc1cc(=O)oc2cc3c(cc12)CCC3,-35,0,-9,12,5,0,0.5,1.6,13
CCCN(CCC)C(=O)/C=C/c1cccc([N+](=O)[O-])c1,12,-4,5,3,13,0,5.1,0.2,3
CCCCn1c(-c2ccsc2)nc2c1c(=O)[nH]c(=O)n2CCC,27,-1,5,11,4,-3,-1.0,-0.3,-5
O=C(NC(=S)Nn1cnc2c(cnn2-c2ccccc2)c1=O)c1ccc(Cl)cc1,4,7,2,4,11,-2,0.0,0.7,9
Cc1cccc(C)c1NC(=O)CSc1nnc([C@@H]2CCCN2C(=O)OC(C)(C)C)o1,29,7,1,5,0,-1,-0.1,0.8,9
COc1cc(/C=N/n2cnnc2)ccc1Oc1nc(Cl)ncc1F,-42,1,0,7,-18,-3,-3.0,9.1,-8
Cc1ccc2oc(=O)c(/C=C(\O)C(C)(C)C)nc2c1,31,-3,-4,1,14,-2,4.6,45,9
CCOC(=O)c1cnc(SCC(=O)NCc2cccs2)nc1N,2,0,0,12&14,12,1,2.0,0.7,12
CS(=O)(=O)NN1C(=O)c2ccccc2NC12CCCC2,3,-9,-2,6,20,-2,-0.2,0.9,-2
Fc1cc(F)c2nc(N3CCCC3)sc2c1,10,32,12,15,12,-1,-0.7,-0.1,103*
Cc1ccc(NC(=S)N(CCCN2CCN(C)CC2)Cc2cccs2)cc1C,6,-7,-1,8,9,5,1.8,0.3,-1
COc1cccc(/C=N/Nc2ncnc(N)c2[N+](=O)[O-])c1OC,30,-6,-37,8,-2,-1,-5.6,-0.6,6
Cc1cc(C(=O)COC(=O)[C@H](C)NC(=O)c2ccco2)c(C)n1Cc1ccco1,17,-3,-3,2,14,1,-0.4,1.0,3
COc1ccc(N(CN2C(=O)c3ccccc3C2=O)C(=O)COc2ccc(Cl)cc2Cl)cc1,5,3,6,7,9,-2,3.9,0.4,13
COc1ccc(-c2nnc(SCC(=O)Nc3ncc(C(F)(F)F)cc3Cl)n2CC(C)C)cc1,15,9,4,0,23,0,0.7,0.5,12
O=C(O)CNc1ncccc1[N+](=O)[O-],-7,2,7,7,32,3,0.1,-0.3,9
O=C1C(Nc2ccc(O)cc2)=C/C(=N/S(=O)(=O)c2cccs2)c2ccccc21,108*,-5,1,19,73*[5 µM],-2,-12,7.3,6
Cc1cc(Br)cc2c(C(=O)Nc3c(C)n(C)n(-c4ccccc4)c3=O)cc(-c3cccs3)nc12,43,0,-24,10,20,-2,-9.6,1.9,5
Cc1cc(C(=O)Nc2ccccc2N2CCOCC2)ccc1[N+](=O)[O-],16,5,-2,8,18,1,-0.3,0.2,4
CC(C)OP(=O)(Nc1cccc2ccccc12)OC(C)C,11,-2,-8,6,-1,0,1.7,.,1
Cc1cccc2cc(CN(Cc3ccc(F)cc3)C(=O)C(F)(F)F)c3nnnn3c12,8,5,5,4,7,0,-0.5,0.2,16
O=[N+]([O-])c1cccc(-c2ccc(C(=S)N3CCN(c4ccc(F)cc4)CC3)o2)c1,-2,6,-12,22,21,0,-2.4,0.0,8
C/C(N)=C(/C#N)C(=O)CSc1nc(C2CCCCC2)n(-c2ccccc2)n1,54,6,-4,7,13,-2,0.3,1.8,21
Clc1c(-c2nnc3n2CCC3)sc2ccccc12,36,-9,-1,15,-2,-1,-0.3,1.9,4

# Some of the entries so far, with values under each structure:
# Second line of a record: CHOP inh | FXIa inh | TbHK1 inh | EP2 antag | PPC-1+TRAIL kill | Wee1 degr inh | TNF death inh | L929 necroptosis | FXIIa inh
Cc1cccc(C)c1NC(=O)CSc1nnc([C@@H]2CCCN2C(=O)OC(C)(C)C)o1
 : 29 | 7 | 1 | 5 | 0 | -1 | -0.1 | 0.8 | 9
CCOC(=O)c1cnc(SCC(=O)NCc2cccs2)nc1N
 : 2 | 0 | 0 | 12&14 | 12 | 1 | 2.0 | 0.7 | 12

# Further records
SMILES,CHOP inh,FXIa inh,TbHK1 inh,EP2 antag,PPC-1+TRAIL kill,Wee1 degr inh,TNF death inh,L929 necroptosis,FXIIa inh
CCOC(=O)N1CCN(C2CC(=O)N(c3ccc(Cl)c(Cl)c3)C2=O)CC1 (stereo not given),-3,6,-6,12,1,-1,-0.8,1.3,10
O=C(Nc1ccc(Cl)cn1)C1CCCN1S(=O)(=O)c1cccc2ccccc12 (stereo not given),34,-4,4,8,-1,-3,-1.7,-0.3,2
CC(=O)c1ccc(Nc2cc(C)nc3ccc(C)cc23)cc1,-12,-5,-22,25,14,1,-4.6,-1.2,0
CCN(CC)CCCNC(=O)c1c(O)c2c([nH]c1=O)CCCC2,21,8,4,.,14,4,0.9,0.7,9
CC(=O)NC1C(=O)N=C(SCC(=O)Nc2c(C)cccc2C)NC1=O (stereo not given),12,1,-6,9,7,-1,-0.3,0.5,14
O=C1OC(c2ccccc2)=N/C1=C/c1cccc(OC(=O)c2cccs2)c1,.,.,-5,13,.,-2,-4.7,-0.4,.
Cc1noc(-c2ccccc2OC(=O)c2ccccc2)n1,11,-8,2,6,22,2,-3.9,-0.3,7
O=C(O)c1ccc(NC(=O)C2(c3ccccc3)CCOCC2)cc1,17,9,1,6,22,2,-1.2,0.4,12
O=c1oc(-c2ccc(F)cc2)nc2ccsc12,-9,9,-6,20,12,-2,-2.1,0.3,13
COc1ccc2nc(-c3ccco3)c(-c3ccco3)nc2c1,-72,3,-12,20,-9,-1,-6.6,0.1,1
O=C(c1ccc(F)cc1)C1CCN(C(=O)Nc2ccccc2Cl)CC1,-1,-3,-1,8,2,-3,1.9,0.7,2
CSCC[C@H](Nc1ncnc2sc(C)c(C)c12)C(=O)O,-24,-3,-6,10,14,1,-1.3,0.4,-4
COc1cc(/C=C2/SC(=S)N(CC(=O)Nc3nc4ccccc4s3)C2=O)cc(OC)c1OC,30,6,4,11,-10,4,-3.8,0.4,20
CCOc1cc(N2CCOCC2)c(OCC)cc1NC(=O)Cc1ccc(OC)c(OC)c1,21,-2,-7,.,-12,1,-4.8,-0.3,9
C[C@@H](CN1C2=NC[C@H](Cc3ccccc3)N2C[C@H]1Cc1ccc(O)cc1)NC(=O)CCC1CCCCC1,-5,-4,6,10,4,4,-1.3,-0.7,5
CCN(CC)S(=O)(=O)c1ccc(OC)c(NC(=O)c2cc3c(=O)n4ccccc4nc3s2)c1,11,-4,-16,3,20,-3,3.6,2.6,-4
COc1ccc(-c2cc(C(F)(F)F)n3nc(C(=O)NCCN4CCOCC4)cc3n2)cc1,24,2,-16,10,6,-2,-0.1,19,8
Brc1ccc(/C=N/n2cnnc2)s1,-34,-1,-38,10,-27,-3,3.3,0.0,6
COc1cccc(C2CC(=O)N3CN(c4cccc(Cl)c4C)CSC3=C2C#N)c1OC (stereo not given),41,5,-18,11,8,-2,-1.8,1.5,11
Cc1cccc2cc(CN(Cc3ccco3)C(=O)Nc3cccc(C#N)c3)c(Cl)nc12,22,19,6,8,8,0,-7.5,-0.2,29
CCC(NC(=O)NC1=NCCS1)(C(F)(F)F)C(F)(F)F,23,-2,-2,17,-13,2,-0.3,2.1,16
O=C(N1CCOCC1)N1CCN(CC(O)COc2ccc3ccccc3c2)CC1 (stereo not given),27,-6,3,9,10,-1,-0.1,0.4,1
CC1CCCC(C(=O)O)N1C(=O)CCSSCCC(=O)N1C(C)CCCC1C(=O)O (stereo not given),-20,-1,-4,8,7,1,-0.1,-0.7,9
CC1(C)COC(c2cccn2Cc2ccc(F)cc2Cl)=N1,85*,-3,3,6,-28,-2,-3.1,-0.4,-11
CC1CCC(NC(=O)C2(C)CCC(=O)N2Cc2cccnc2)CC1 (stereo not given),12,0,3,11,8,0,3.1,0.3,11
CSc1nn(CCc2ccncc2)c(=S)s1,-18,5,-7,13,15,-1,-3.4,0.4,17
O=C(c1ccccc1F)N1C(=O)c2cccc3cccc1c23,10,-5,-2,4,14,-1,-0.3,1.1,-1
CCN(CC)CCNC(=O)CCn1c(=S)[nH]c2cc3c(cc2c1=O)OCO3,2,2,-20,11,-10,2,-1.5,1.4,17
CCc1nnc(NC(=O)COC(=O)CN2C(=O)c3ccccc3C2=O)s1,-2,-5,1,12,-8,0,-0.6,0.2,-1
Cc1cc(C)c2c(n1)nn1c(N3CCOCC3)cc(C)nc21,.,.,-16,11,.,0,-1.9,-0.1,.
CCn1c(C)nc2cc(C(=O)NNC(=O)CCC3CCCCC3)ccc21,13,-8,2,13,9,-2,1.6,-0.6,10
COc1cc(/C=N/NC(=O)c2cccnc2)ccc1OC(=O)c1ccc([N+](=O)[O-])cc1,11,0,-25,17,-5,6,0.9,3.1,23
Cc1csc(SCC(=O)NCc2ccc3c(c2)OCO3)n1,-8,-4,5,10,12,-1,1.1,-0.3,4
CC1(C)CC(=O)C(C(C2=C(O)CC(C)(C)CC2=O)c2cccs2)C(=O)C1 (stereo not given),4,0,2,.,-10,-2,-7.7,-0.3,8
CCn1c(CC(=O)Nc2cccc(OC)c2)nnc1SCC(=O)Nc1nccs1,2,-4,3,10,18,3,-0.3,0.9,8
CCOC(=O)N1CCC(n2c(SCC(=O)NCc3ccccc3)nc3ccccc3c2=O)CC1,15,8,-2,5,-18,-3,-4.5,-0.5,19

# High-throughput results: PubChem, several laboratories
